MgcRacGAP inhibition – MgcRacGAP GTPase-activating activity inhibitors, confirmation, biochemical, ADP Hunter fluorescence; MgcRacGAP-stimulated Rac1 GTP hydrolysis, ADP Hunter fluorescence; higher % means a stronger effect; GST-tagged Rac1 F28L mutant substrate; inhibition, % at 30 µM, or IC50 in µM where a hit was titrated; 340,000 tested, 0.6% active; AID 624330;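 active = first-screen hits whose inhibition reached a set limit at any dose in the follow-up dose series; inconclusive = inhibition above the set first-screen limit but never retested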;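 also: fluorescence reports GDP produced by GAP-driven GTP hydrolysis; strong numbers were not always called active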
RSV CPE inhibition – RSV antiviral activity via CPE protection, HEp-2 cells, primary 10 µM value included (AID 2391); CPE inhibition, % at 10 µM; hits with a dose series show IC50 in µM; HEp-2 cells, RSV-induced CPE inhibition; higher % means a stronger effect; 310,000 tested, 0.13% active; in the data active = a potency from the dose series; inconclusive = CPE inhibition mostly from about 23% at the one dose, without a potency; inactive = the rest, 99 in 100 with CPE inhibition below about 21%; also: strong numbers were not always called active
West Nile virus CPE – inhibition of WNV-induced cytopathic effect – cell-based, CPE readout (AID 1621). West Nile virus-infected cells, CPE inhibition; higher % means a stronger effect. one-dose CPE inhibition, % at 10 µM; IC50 in µM for titrated hits. 290,000 tested, 0.02% active; in the data active = a potency from the dose series; inconclusive = CPE inhibition mostly from about 3.7% at the one dose, without a potency; inactive = the rest, 99 in 100 with CPE inhibition below about 2.2%; also: strong numbers were not always called active
Salmonella PhoP GFP – inhibitors of PhoP regulon expression, primary screen, Salmonella Typhimurium, GFP reporter (AID 1863); S. Typhimurium PhoP-regulated promoter GFP reporter, 4 h; higher % means a stronger effect; one-dose inhibition, % at 50 µM; IC50 in µM for titrated hits; 300,000 tested, 0.16% active;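 active = inhibition over 29.93%, a cutoff 3 SD above the screen mean, later confirmed by dose response; inconclusive = inhibition over 29.93% but no dose response follow-up; inactive = inhibition at most 29.93% or unconfirmed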;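 also: 0% = low Mg2+ inducing control and 100% = high Mg2+ repressing control; strong numbers were not always called active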
NTR1 ag – agonists of NTR1, primary screen, imaging, U2OS cells, beta-arrestin-GFP, high content (AID 493036). 330,000 tested, 0.17% active. NTR1-U2OS beta-arrestin-GFP spot imaging, agonist mode. P30989. activation, % at 20 µM;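 active = activation at or above 40% of the spot to cytoplasm intensity ratio, with at least 20 cells analyzed; inconclusive = wells under 20 cells, flagged as cytotoxic or low count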;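 also: 0% = DMSO without peptide and 100% = 100 nM NTR1 peptide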
Target sequence (P30989 whole entry, looked up): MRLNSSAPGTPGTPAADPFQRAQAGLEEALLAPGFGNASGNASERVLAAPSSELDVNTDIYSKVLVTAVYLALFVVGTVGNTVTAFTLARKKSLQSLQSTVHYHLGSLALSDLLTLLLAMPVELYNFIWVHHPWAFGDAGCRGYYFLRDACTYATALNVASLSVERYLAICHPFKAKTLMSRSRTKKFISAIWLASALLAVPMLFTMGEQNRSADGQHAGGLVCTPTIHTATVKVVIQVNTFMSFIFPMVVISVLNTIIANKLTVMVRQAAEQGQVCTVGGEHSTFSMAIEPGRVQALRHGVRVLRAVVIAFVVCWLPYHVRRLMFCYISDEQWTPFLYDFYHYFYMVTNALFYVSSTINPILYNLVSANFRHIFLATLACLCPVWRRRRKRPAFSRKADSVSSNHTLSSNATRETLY
T cell HTS – T cell immune modulators affecting CD8 T cell-vesicle binding; 2C CD8+ T cell-vesicle binding, flow cytometry; active compounds read low; calls only at 7 µM; 330,000 tested, 0.068% active;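 active = response, share of CD8 T cells binding vesicles, and their 90th percentile fluorescence all below set limits, cut at about 80% in these data, passing the limit was not always enough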
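System: murine 2C transgenic CD8+ T lymphocytes; also added: QL9-loaded Drosophila micro-vesicles; times: binding 1.5 h at 37 °C; measured by: flow cytometry, PE anti-B7-1 (FL2) versus Alexa647 anti-CD8 (FL8), PFA-fixed; control set: Peptide-free naked vesicles (low) and QL9 vesicles with 0.7% DMSO vehicle (high)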
Dengue-2 NS5 capping – flavivirus cap methylation enzyme inhibition – biochemical, confirmation dose response, primary screen (AID 588689). 340,000 tested, 0.3% active. Dengue-2 NS5 methyltransferase capping enzyme assay, biochemical; higher % means a stronger effect. inhibition, % at 25 µM; hits with a dose series show IC50 in µM; in the data active = a potency from the dose series; inconclusive = inhibition above about 29% without an active follow-up result
K1F lysis inhibition – inhibition of K1F phage lysis, E. coli UTI89, bacterial capsule biogenesis inhibitors, alamar blue (AID 488966). 340,000 tested, 0.02% active. inhibition, % at 100 µM; hits with a dose series show IC50 in µM. E. coli UTI89 K1F phage lysis, alamar blue, 2 h; higher % means a stronger effect;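 active = phage lysis inhibition, versus mean bacterial control, above a set limit; inconclusive = no clear call, values can overlap the other calls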;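 also: capsule biogenesis inhibitors block K1F phage lysis so surviving cells raise fluorescence; higher fluorescence means more inhibition of phage lysis; actives were called in the ten point dose series up to 300 µM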
Large T inhibition – TAg ATPase/helicase activity blockers – biochemical (AID 1903); SV40 large T antigen ATPase/helicase inhibition assay; higher % means a stronger effect; one-dose inhibition, % at 20 µM; IC50 in µM for titrated hits; 310,000 tested, 0.39% active; in the data active = a potency from the dose series; inconclusive = inhibition mostly from about 32% at the one dose, without a potency; inactive = the rest, 99 in 100 with inhibition below about 32%; also: strong numbers were not always called active
T cell HTS vesicle-bound % – second read-out of T cell HTS, no call of its own (marks repeat the call); double positive events, %; measured here: CD8+ vesicle-bound cell fraction;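 binding gate set so that unloaded-vesicle control wells show 10% double positive cells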
NTR1 ag cell count 20 µM – recorded beside NTR1 ag, whose call it bears; cell count; measured here: cell count, cytotoxicity flag
Dengue-2 NS5 capping pilot replicate – second read-out of Dengue-2 NS5 capping, no call of its own (marks repeat the call); inhibition, %; measured here: pilot screen replicate inhibition
Starred values were filed as active, the others as inactive; i = inactive; ? = inconclusive; · = no result given; [ ] = another dose, or the depositor's remark.

SMILES	MgcRacGAP inhibition	RSV CPE inhibition	West Nile virus CPE	Salmonella PhoP GFP	NTR1 ag	NTR1 ag cell count 20 µM	T cell HTS	T cell HTS vesicle-bound %	Dengue-2 NS5 capping	K1F lysis inhibition	Large T inhibition	others
COc1ccc(NC(=O)c2cccs2)c([N+](=O)[O-])c1	15%	41%	-0.1%	11%	0.0	43	i	12	2%	1.1%	8%
O=C(Nc1ccc(Cl)cn1)c1ccc([N+](=O)[O-])o1	9%	·	-0.1%	-4%	·	·	·	·	3%	0.0%	9%
Cn1c(=O)oc2cc(S(=O)(=O)N3CCC4(CC3)OCCO4)ccc21	6%	-1.1%	0.1%	-2%	-3.9	79	i	24	-2%	0.6%	-2%
CC(=O)N1c2ccc(C)cc2C(c2ccccc2)CC1C (stereo not given)	10%	3.1%	?	16%	1.8	66	i	30	-6%	-0.1%	1%
COc1ccccc1-c1nnc(SCC(=O)Nc2ccc3[nH]c(=O)[nH]c3c2)n1N	8%	-1.7%	·	-2%	0.2	68	i	49	4%	-0.7%	16%
Cc1cc(C)c(S(=O)(=O)N2CCCC(C(=O)N3CCOCC3)C2)c(C)c1 (stereo not given)	12%	1.3%	-0.7%	-6%	-0.3	61	i	8	-8%	2.0%[50 µM]	21%
COc1ccc(-c2csc(Cc3nnc4n3CCCCC4)n2)cc1	9%	0.3%	-0.5%	7%	-1.0	30	i	32	-3%	1.6%	16%
COC(=O)C(=C/C(C)=C/c1cccnc1)C(=O)OC	6%	-0.3%	-0.2%	0%	1.3	81	i	62	-29%	-0.1%	16%
CS(=O)(=O)N1CCCC(C(=O)Nc2ccccc2Cl)C1 (stereo not given)	0%	0.9%	0.1%	6%	1.3	71	i	64	6%	0.1%	3%
CCOc1ccccc1N(CC(=O)Nc1ccccc1C(=O)N1CCCC1)S(C)(=O)=O	8%	0.1%	0.4%	6%	-2.1	40	i	14	-3%	0.5%	3%
O=[N+]([O-])c1ccc(Cl)c(CN2CCN(c3ncccn3)CC2)c1	7%	1.9%	-0.9%	5%	0.9	65	i	42	-1%	0.1%	5%	Dengue-2 NS5 capping pilot replicate=1.8
CN1CCc2cc(O)c(O)cc2C(c2ccccc2)C1 (stereo not given)	-4%	-2.4%	·	-5%	-0.9	54	i	21	23%	4.8%	17%
CCN(CC)C(=O)CSc1nc(O)cc(=O)n1C	11%	-0.8%	0.9%	24%	-0.1	43	i	7	1%	3.0%	-3%
COc1ccccc1/C=C1\N=C(C(C)(C)C)OC1=O	1%	0.1%	0.5%	-8%	1.2	63	i	32	-8%	0.0%	5%
CCOC(=O)C1CCN(C(=O)CCc2c(C)nc3c(-c4ccc(F)cc4)c(C)nn3c2C)CC1	6%	7.8%	-0.2%	11%	3.3	89	i	44	-8%	-1.8%	6%
Cc1cccc(CSCCNC(=O)c2ccc(N(C)S(=O)(=O)c3ccccc3)cc2)c1	6%	9.0%	-0.2%	2%	-1.0	71	i	12	5%	-1.1%	19%
Cc1ccc(-c2c[n+](CC(=O)Nc3ccccc3C)c3n2CCC3)cc1	5%	·	-0.2%	-2%	-0.2	44	i	28	1%	-0.3%	9%
Cc1cc(C)nc(SCCn2c(N3CCCCC3)nc3c2c(=O)n(C)c(=O)n3C)n1	7%	0.5%	-0.1%	-7%	5.3	74	i	40	-9%	0.2%	13%
CC(=O)c1ccc(N2CCN(S(=O)(=O)c3c(C(=O)N4CCCC4)c(C)n(C)c3C)CC2)cc1	3%	1.4%	-0.2%	-6%	0.5	37	i	15	1%	0.2%	7%
CCc1ccc2oc(=O)cc(CN(C)Cc3ccccc3)c2c1	0%	4.8%	0.0%	0%	3.1	41	i	22	-1%	4.1%	0%
COc1ccc(S(=O)(=O)NCCSCc2cccc(C)c2)cc1Br	-1%	1.3%	0.4%	16%	1.1	61	i	31	-5%	0.3%	10%
COc1cc(OC)c(C(=O)COc2ncnc3ccccc23)c(OC)c1	2%	0.7%	0.6%	-9%	0.2	43	i	52	-13%	0.3%	6%
O=C(Nc1ccc(Cl)cc1)OCc1cc(-c2ccccc2Cl)on1	9%	1.6%	·	-3%	8.9	28	i	31	-3%	0.1%	2%
CCOc1ccc(C(C(=O)NC2CCCCC2)N(C(=O)c2csnn2)C2CC2)cc1 (stereo not given)	7%	-0.1%	-1.1%	3%	-0.1	48	i	18	12%	0.3%	-28%
COc1ccc(C(=O)Nc2nnc(SCC(=O)NC3CCCC3)s2)c(OC)c1	0%	1.1%	0.6%	-3%	0.3	71	i	58	1%	2.8%[50 µM]	12%
COc1cc(CN2CC(=O)N(c3ccc(C)c(Cl)c3)C2=S)cc(OC)c1OC	0%	-1.2%	-0.8%	-4%	0.2	46	i	44	1%	1.4%	22%
CCOC(=O)[C@@H]1[C@H]2COc3ccc(Br)cc3[C@H]2N2C(=O)N(c3ccc(F)cc3)C(=O)[C@]12C	6%	11%	-1.6%	-5%	1.6	99	i	13	-5%	4.7%	6%
CSc1ncnc2c1cnn2-c1ccc(C)cc1C	-4%	-0.5%	0.8%	5%	1.3	52	i	6	-7%	5.0%	-10%
Cn1c(=O)c2c(nc(CN3CCc4ccccc4C3)n2Cc2ccccc2)n(C)c1=O	9%	18%	0.0%	-4%	0.7	50	i	51	1%	-0.3%	28%
C=CCNc1oc(-c2cccc(F)c2)nc1C#N	4%	·	·	·	8.4	59	i	18	-10%	0.3%	·
CCOc1ccccc1NC(=S)NC(=O)c1ccco1	9%	·	-0.1%	·	3.2	43	·	·	3%	0.1%	·
CC1CC(C)CN(C(=O)C(NS(=O)(=O)c2ccc(Br)s2)c2ccccc2)C1 (stereo not given)	11%	4.6%	-1.6%	-3%	4.5	60	i	43	-4%	6.6%	2%
Cc1nc(N[C@@H](Cc2c[nH]c3ccccc23)C(=O)O)c2oc3ccccc3c2n1	·	0.3%	·	-3%	0.5	52	i	10	·	·	5%
O=C(CSc1nnc(-c2ccncc2)o1)Nc1nncs1	4%	4.2%	-0.4%	-3%	1.0	36	i	20	-1%	0.0%	11%
CCn1nc(C)c(CN2CCCC(CNS(=O)(=O)c3ccc(OC)cc3)C2)c1C (stereo not given)	-1%	2.5%	-0.6%	1%	-0.2	66	i	13	0%	0.1%	20%
CC1(C)CC(NC(=O)C2CCN(S(=O)(=O)c3ccccc3C(F)(F)F)CC2)CC(C)(C)N1	-1%	0.5%	-0.1%	1%	-1.2	67	i	32	3%	0.6%	6%
Cc1ccc(-n2nc3c(=O)n(CC(=O)NCCC4=CCCCC4)nc(C)c3c2C)cc1	-42%	6.0%	-0.4%	5%	-1.2	41	i	21	3%	-0.4%	13%
COc1cc(C2C(C#N)=C(N)N(c3sc4c(c3C#N)CCCC4)C3=C2C(=O)CC(C)(C)C3)cc(OC)c1OC (stereo not given)	8%	1.2%	0.6%	-4%	15	77	i	11	-18%	-0.3%	-4%
Oc1ccc(-c2n[nH]c(=S)n2Cc2ccccc2)cc1	18%	-2.1%	-0.4%	0%	-1.6	38	i	17	-4%	-1.4%	26%
O=C(Nc1nc2ccccc2s1)Nc1ccc(F)cc1F	11%	1.5%	-1.0%	-2%	-0.1	49	i	40	-1%	-0.1%	8%	Dengue-2 NS5 capping pilot replicate=-3.3
COc1cccc(C(C(=O)NC2CCCC2)N(C(=O)CNC(=O)c2ccco2)c2cccnc2)c1 (stereo not given)	4%	1.0%	0.1%	-4%	-1.6	59	i	20	-2%	-0.1%	9%
CCSc1nnc(NC(=O)CSc2nc3c(c(=O)n2CCOC)SC(C)C3)s1 (stereo not given)	4%	2.7%	-0.3%	-6%	2.4	66	i	31	0%	3.9%	14%

Quoted from the entries so far for reference:
SMILES	MgcRacGAP inhibition	RSV CPE inhibition	West Nile virus CPE	Salmonella PhoP GFP	NTR1 ag	NTR1 ag cell count 20 µM	T cell HTS	T cell HTS vesicle-bound %	Dengue-2 NS5 capping	K1F lysis inhibition	Large T inhibition	others
C=CCNc1oc(-c2cccc(F)c2)nc1C#N	4%	·	·	·	8.4	59	i	18	-10%	0.3%	·
CCOc1ccccc1NC(=S)NC(=O)c1ccco1	9%	·	-0.1%	·	3.2	43	·	·	3%	0.1%	·
CC1CC(C)CN(C(=O)C(NS(=O)(=O)c2ccc(Br)s2)c2ccccc2)C1 (stereo not given)	11%	4.6%	-1.6%	-3%	4.5	60	i	43	-4%	6.6%	2%
Cc1nc(N[C@@H](Cc2c[nH]c3ccccc23)C(=O)O)c2oc3ccccc3c2n1	·	0.3%	·	-3%	0.5	52	i	10	·	·	5%
O=C(CSc1nnc(-c2ccncc2)o1)Nc1nncs1	4%	4.2%	-0.4%	-3%	1.0	36	i	20	-1%	0.0%	11%
CCn1nc(C)c(CN2CCCC(CNS(=O)(=O)c3ccc(OC)cc3)C2)c1C (stereo not given)	-1%	2.5%	-0.6%	1%	-0.2	66	i	13	0%	0.1%	20%
CC1(C)CC(NC(=O)C2CCN(S(=O)(=O)c3ccccc3C(F)(F)F)CC2)CC(C)(C)N1	-1%	0.5%	-0.1%	1%	-1.2	67	i	32	3%	0.6%	6%
Cc1ccc(-n2nc3c(=O)n(CC(=O)NCCC4=CCCCC4)nc(C)c3c2C)cc1	-42%	6.0%	-0.4%	5%	-1.2	41	i	21	3%	-0.4%	13%
COc1cc(C2C(C#N)=C(N)N(c3sc4c(c3C#N)CCCC4)C3=C2C(=O)CC(C)(C)C3)cc(OC)c1OC (stereo not given)	8%	1.2%	0.6%	-4%	15	77	i	11	-18%	-0.3%	-4%
Oc1ccc(-c2n[nH]c(=S)n2Cc2ccccc2)cc1	18%	-2.1%	-0.4%	0%	-1.6	38	i	17	-4%	-1.4%	26%
